GalR3 antag: GalR3 antagonists in HEK293 cells, primary screen, cell-based, fluorescence readout; Galanin receptor type 3 (Homo sapiens), O60755; HEK293 GalR3-CNG cAMP membrane potential fluorescence; galR3 body fused to GalR1 C-terminus; inhibition, % at 3 µM; 360,000 compounds, 0.44% hits; AID 651719, 2012;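 active = inhibition above the screen-wide average plus 3 SD, cut at about 13% in these data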;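 also: forskolin and galanin both at EC90 stimulate the cells; cAMP rise reported by CNG channel membrane potential dye signal; 0% = forskolin plus galanin with DMSO and 100% = forskolin alone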
Target sequence (O60755 1-299 limits assumed): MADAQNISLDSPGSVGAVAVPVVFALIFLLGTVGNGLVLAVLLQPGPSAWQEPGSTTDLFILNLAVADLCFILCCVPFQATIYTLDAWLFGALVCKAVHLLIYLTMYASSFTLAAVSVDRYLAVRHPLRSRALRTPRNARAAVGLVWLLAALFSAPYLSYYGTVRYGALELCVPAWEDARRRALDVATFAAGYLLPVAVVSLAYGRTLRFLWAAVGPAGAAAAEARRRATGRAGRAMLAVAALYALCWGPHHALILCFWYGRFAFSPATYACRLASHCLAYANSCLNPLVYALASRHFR
CRFR2-BP antag: antagonists of CRF-BP/CRF-R2 complex, primary screen, cell-based, HEK293, calcium dye fluorescence, uHTS; CRF-induced calcium fluorescence; inhibition, % at 11.8 µM; 350,000 compounds, 0.59% hits; AID 588475, 2011;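 active = inhibition of the ligand-induced calcium signal above about 50% at the single tested concentration, limit read from the data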
DNA FID counter: compounds displacing fluorescent DNA intercalator, primary screen, artefact control for HCV NS3 helicase inhibitor project, biochemical, FID fluorescence | DNA fluorescent intercalator displacement | inhibition, % at 7.9 µM | 290,000 compounds, 0.17% hits; in the data active = inhibition above about 37%;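 also: 0% = vehicle and 100% = reference compound; higher means more ethidium bromide displaced from hairpin DNA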
CRFR2-BP ag: agonists of CRF-BP/CRF-R2 complex, primary screen, cell-based, HEK293, calcium dye fluorescence, uHTS; calcium dye fluorescence (FLIPR); percent of saturating CRF peptide response; 350,000 compounds, 0.46% hits; CRF-binding protein / CRF receptor 2 complex (human); activation, % at 13.2 µM;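 active = activation of at least 50%, plus an integration ratio under a set limit after plate pattern correction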;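 also: plate controls were neutral control wells without compound for no effect and CRF at EC100 for full effect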
MEKK3 PB1 HTS: modulators of MEKK3-MEK5 PB1 binding, primary screen, biochemical, wildtype MEKK3, multiplex bead flow cytometry, Alexa488-MEK5 | Mitogen-activated protein kinase kinase kinase 3 (Homo sapiens), Q99759 | bead-based flow cytometry, Alexa488-MEK5 binding to MEKK3; actives lie on both sides; 0 = blocked by unlabeled MEK5, 100 = vehicle | binding response (% of control), % at 10 µM | 290,000 compounds, 1.4% hits | AID 1529, 2009;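 active = binding response more than 3 SD above or below the average of its plate-row segment, actives on both sides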;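 also: Alexa488 bead fluorescence after subtracting the streptavidin-only scavenger bead signal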
Target sequence (Q99759 whole entry, looked up): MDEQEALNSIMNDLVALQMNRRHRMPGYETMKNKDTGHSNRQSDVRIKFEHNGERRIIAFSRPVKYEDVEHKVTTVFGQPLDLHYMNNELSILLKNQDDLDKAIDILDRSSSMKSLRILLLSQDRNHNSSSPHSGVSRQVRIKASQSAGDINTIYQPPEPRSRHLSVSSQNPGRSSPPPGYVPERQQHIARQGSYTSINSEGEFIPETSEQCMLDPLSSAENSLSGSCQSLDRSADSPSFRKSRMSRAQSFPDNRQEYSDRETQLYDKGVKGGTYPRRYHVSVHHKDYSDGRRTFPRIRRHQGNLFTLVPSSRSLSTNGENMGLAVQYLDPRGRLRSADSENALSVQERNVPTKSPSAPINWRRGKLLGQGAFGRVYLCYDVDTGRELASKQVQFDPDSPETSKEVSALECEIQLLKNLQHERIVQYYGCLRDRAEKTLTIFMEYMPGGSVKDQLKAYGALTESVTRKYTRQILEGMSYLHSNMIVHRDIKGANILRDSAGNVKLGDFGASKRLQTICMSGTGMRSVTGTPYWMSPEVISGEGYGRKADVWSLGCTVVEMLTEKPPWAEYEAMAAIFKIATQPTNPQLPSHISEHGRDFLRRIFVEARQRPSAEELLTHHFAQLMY
MEKK2wt PB1 HTS: modulators of MEK5 binding to wildtype MEKK2, primary screen, biochemical, multiplex bead flow cytometry, Alexa488-MEK5; Alexa488-MEK5 binding to MEKK2 WT; actives lie on both sides; binding response (% of control), % at 10 µM; 290,000 compounds, 1.1% hits; in the data active = binding response below about 67% or above about 130%
MEKK2mut PB1 HTS: MEK5 binding signal on mutant MEKK2 PB1, primary screen, biochemical, multiplex bead flow cytometry, Alexa488-MEK5; Alexa488-MEK5 binding to MEKK2 mutant; percent response, % at 10 µM; 290,000 compounds, 0.35% hits; in the data active = percent response above about 24%, passing the limit was not always enough; also: inactives centre near 1; some results filed as inactive read as strong as hits; reference of the scale not given here
UBC9 SUMO inh: inhibitors of in vitro SUMOylation cascade, primary screen, biochemical, HTRF, uHTS | HTRF SUMOylation assay, SAE1/SAE2 + UBC9 | inhibition, % at 35 µM | 290,000 compounds, 0.36% hits; in the data active = inhibition above about 50%, passing the limit was not always enough; also: strong numbers were not always called active
Target sequence (P63279 whole entry, looked up): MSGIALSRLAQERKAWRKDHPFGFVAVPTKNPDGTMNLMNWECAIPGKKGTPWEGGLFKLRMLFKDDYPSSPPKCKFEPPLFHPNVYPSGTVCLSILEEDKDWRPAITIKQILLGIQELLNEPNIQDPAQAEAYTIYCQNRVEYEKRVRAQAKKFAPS
NS3 helicase inh: inhibitors of HCV NS3 helicase, primary screen, biochemical, Cy5 molecular beacon fluorescence. inhibition, % at 10.9 µM. 290,000 compounds, 0.56% hits. NS3 helicase DNA unwinding;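 active = inhibition above the mean of all tested compounds plus 3 SD, set per campaign, cut at about 35% in these data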;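 also: 0% = DMSO wells and 100% = thioflavine S control wells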
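Assay system – hepatitis C virus NS3 helicase domain fragment enzyme · Buffer or medium – MOPS pH 6.5, MgCl2, DTT, Tween20, BSA · Reagent – Cy5/quencher beacon DNA duplex and ATP to start · Compound – single 10.9 µM dose · Timing – 1 h at 25 °C · Technique – Cy5 beacon fluorescence read at start and 1 h · Measure – % inhibition of unwinding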
The depositor's hits bear a star; nt = not tested or not shown. These rows are one share of the data (hit frequency here may not be typical).

The first 5 records (preview)
SMILES	GalR3 antag	CRFR2-BP antag	DNA FID counter	CRFR2-BP ag	MEKK3 PB1 HTS	MEKK2wt PB1 HTS	MEKK2mut PB1 HTS	UBC9 SUMO inh	NS3 helicase inh
CC(C)(C)c1nnc2sc(SCCN3C(=O)c4ccccc4C3=O)nn2c1=O	-1.2	-7.4	-4.8	-0.6	97.0	94.0	-2.0	5.3	14.0
COc1ccc(N(C(=O)/C=C/c2ccc(OC)c(OC)c2)C2=CC3CCC(C2)N3C)cc1 (stereo not drawn)	-2.8	16.8	4.5	-1.1	108.0	107.0	0.0	16.2	-7.6
CCOC(=O)C1=C(N)OC(CCl)=C(C#N)C1c1ccsc1 (stereo not drawn)	-11.0	-1.4	-3.1	4.3	90.0	89.0	-4.0	18.2	2.6
COc1ccc(C)cc1NC(=O)CCNS(=O)(=O)c1cccc2nonc12	-9.5	-6.1	-8.0	-0.9	101.0	98.0	5.0	-5.7	2.1
COc1ccc(NC(=O)c2cc3cc(C)ccc3n2C)c(OC)c1	-2.5	20.8	-21.7	-2.7	103.0	108.0	4.0	12.9	-13.6

The listing, previewed entries included:
SMILES	GalR3 antag	CRFR2-BP antag	DNA FID counter	CRFR2-BP ag	MEKK3 PB1 HTS	MEKK2wt PB1 HTS	MEKK2mut PB1 HTS	UBC9 SUMO inh	NS3 helicase inh
CC(C)(C)c1nnc2sc(SCCN3C(=O)c4ccccc4C3=O)nn2c1=O	-1.2	-7.4	-4.8	-0.6	97.0	94.0	-2.0	5.3	14.0
COc1ccc(N(C(=O)/C=C/c2ccc(OC)c(OC)c2)C2=CC3CCC(C2)N3C)cc1 (stereo not drawn)	-2.8	16.8	4.5	-1.1	108.0	107.0	0.0	16.2	-7.6
CCOC(=O)C1=C(N)OC(CCl)=C(C#N)C1c1ccsc1 (stereo not drawn)	-11.0	-1.4	-3.1	4.3	90.0	89.0	-4.0	18.2	2.6
COc1ccc(C)cc1NC(=O)CCNS(=O)(=O)c1cccc2nonc12	-9.5	-6.1	-8.0	-0.9	101.0	98.0	5.0	-5.7	2.1
COc1ccc(NC(=O)c2cc3cc(C)ccc3n2C)c(OC)c1	-2.5	20.8	-21.7	-2.7	103.0	108.0	4.0	12.9	-13.6
CCCC1=[N+](CC)CCn2c(C)ccc21	-4.6	-2.1	-2.0	1.6	94.0	96.0	-3.0	4.1	3.1
NC(=O)c1ccc(-c2ncc(-c3ccccc3)o2)cc1	-2.2	-19.8	-11.8	2.1	93.0	93.0	0.0	24.2	-3.1
O=S(=O)(NC1CCN(Cc2ccccc2)CC1)c1cccc2cccnc12	nt	-21.2	6.2	1.6	86.0	94.0	-2.0	-4.3	-11.9
c1coc(CSc2ncnc3c2oc2ccccc23)c1	-0.5	10.9	-6.1	1.1	97.0	102.0	-2.0	11.2	5.8
COC(=O)COc1ccc(/C=N/NC(=O)CN(c2ccccc2OC)S(=O)(=O)c2ccccc2)cc1	-12.8	9.2	-36.0	-1.1	104.0	104.0	4.0	-2.4	-4.6
Cc1ccc(NC(=O)CC2S/C(=N/N=C3\CCCc4ccccc43)NC2=O)cc1 (stereo not drawn)	-4.5	-70.2	-0.9	1.1	80.0	87.0	-1.0	3.3	-5.2
Cc1ccccc1C(=O)NC1CCN(CC(=O)Nc2nccs2)CC1	-2.8	1.2	-2.7	-1.0	101.0	98.0	-3.0	9.4	-5.8
Cc1ccc(Sc2cc(N3CCOCC3)nc(-c3ccccc3)n2)cc1	-3.6	-31.7	-1.8	3.3	nt	nt	nt	-12.9	-4.8
CCOC(=O)c1ccccc1NC1c2ccccc2C(=O)N1c1ccc(C)cn1 (stereo not drawn)	nt	7.3	3.3	0.6	104.0	101.0	1.0	-13.5	-1.4
O=C1CCCN1CCCNCC(O)c1ccccc1 (stereo not drawn)	-2.7	2.7	-0.7	0.7	100.0	100.0	11.0	27.6	-3.2
O=S(=O)(c1ccc(F)cc1)N1CCN=C1SCc1cccc(F)c1	-3.0	30.0	-24.6	-1.4	100.0	100.0	4.0	2.6	-1.7
CC(C)(C)c1ccc(COn2c(=O)c(-c3ccco3)[n+]([O-])c3ccccc32)cc1	-3.5	-9.1	0.3	-0.5	98.0	100.0	-2.0	-5.0	4.6
COc1ccc(NC(=O)COc2nc3ccccc3nc2N2CCOCC2)c(OC)c1	13.8*	13.6	-3.1	-2.7	79.0	85.0	-10.0	-8.0	-14.3
CCOC(=O)N1CCN(C(=O)C2CCN(c3ncnc4c3sc3cccc(F)c34)CC2)CC1	-2.1	17.4	-39.8	-0.9	101.0	95.0	0.0	1.9	2.8
O=C(CSc1nnc(NC(=O)C2CC2)s1)NCc1ccc(F)cc1	-3.2	27.9	-6.2	-1.0	102.0	102.0	2.0	13.6	0.0
O=C(Nc1ccccc1)c1ccc2snnc2c1	-7.3	13.3	5.4	-1.0	111.0	108.0	1.0	-1.7	0.6
CN(C)c1ccc(/C=C/c2nc3ccccc3c(=O)[nH]2)cc1	-8.9	-83.6	-6.8	47.9	104.0	103.0	7.0	15.9	-6.5
CN(C)S(=O)(=O)c1ccc(N=Cc2c(C(F)(F)F)[nH]n(C)c2=O)cc1	-0.5	10.6	-3.2	-0.1	105.0	108.0	5.0	-10.4	2.3
COc1ccccc1-c1cc(C(F)(F)F)nc(N2CCCC2)n1	-4.9	-19.5	-1.3	1.0	101.0	94.0	0.0	-30.5	4.9
O=S(=O)(c1cccc2nsnc12)N1CCN(c2ccccc2F)CC1	-1.5	12.2	-0.7	-2.0	82.0	87.0	-6.0	4.9	3.5

Continued:
SMILES	GalR3 antag	CRFR2-BP antag	DNA FID counter	CRFR2-BP ag	MEKK3 PB1 HTS	MEKK2wt PB1 HTS	MEKK2mut PB1 HTS	UBC9 SUMO inh	NS3 helicase inh
CC1(C)CC(=O)c2sc(NS(=O)(=O)c3ccc([N+](=O)[O-])cc3)nc2C1	-3.0	7.1	-10.0	5.4	104.0	101.0	3.0	0.9	1.8
CN(c1ccccc1)C(c1ccc(F)cc1)c1nnnn1C1CCCC1 (stereo not drawn)	-4.8	39.4	-15.7	0.1	96.0	96.0	-2.0	11.4	1.6
Cc1cc2c(Nc3ccc(O)cc3)ncnc2s1	-4.9	-2.6	0.5	-0.9	96.0	97.0	5.0	0.8	4.1
CC1(C)Oc2ccc(C(=O)N3CCOCC3)cc2N(CC(=O)N2CCOCC2)C1=O	-1.5	-11.9	-0.5	1.2	102.0	103.0	1.0	24.7	-2.1
COc1ccccc1OCC(=O)NCc1cccs1	-3.0	4.7	-4.7	-0.6	116.0	111.0	2.0	1.7	10.1
NC(=O)c1cccnc1Nc1cccc([N+](=O)[O-])c1	2.2	10.2	5.7	-1.2	96.0	85.0	-12.0	-3.1	-5.4
Cc1ccc(S(=O)(=O)NCCc2cccs2)cc1	-8.3	5.5	-5.7	-0.3	128.0*	121.0	21.0	0.5	-11.4
CC(C)CCN1CCN(Cc2ccc3nsnc3c2)CC1CCO (stereo not drawn)	-6.0	30.0	3.1	-0.8	100.0	105.0	5.0	-0.3	7.8
COc1ccc(C(=O)N2CCN(c3ncnc4c(-c5ccccc5)nsc34)CC2)cc1	-8.1	24.5	0.8	-1.4	nt	nt	nt	-2.3	2.4
COc1ccc(N2CCN(CC(=O)Nc3ccc(C)c(C)c3)CC2)cc1	-4.1	4.2	-25.4	-1.5	101.0	101.0	2.0	-0.8	6.0
CN(c1ccc(C(=O)NCc2cccnc2)cc1)S(C)(=O)=O	0.5	-0.6	-3.8	0.9	105.0	104.0	4.0	9.9	6.0
COc1ccc(/C(=C/Nc2cccc(Br)c2)C(C)=O)cc1OC	-1.1	8.5	-17.0	-10.3	100.0	98.0	-1.0	15.6	-0.1
Cc1[nH]c(C)c(S(=O)(=O)NCc2ccc(N(C)C)cc2)c1C(=O)N1CCCC1	-7.6	14.1	-7.4	0.2	101.0	103.0	2.0	-10.4	10.9
CC(C)C(=O)Nc1ncc(Cc2cccc(Cl)c2)s1	-4.3	-15.4	-5.8	0.0	106.0	108.0	3.0	16.1	-9.3
COc1cc(/C=N/NC(N)=O)ccc1OCC(=O)N1C(C)CCCC1C (stereo not drawn)	-0.3	9.7	-10.7	1.0	93.0	88.0	-12.0	14.1	2.4
Clc1cccc(-c2nnc3n2CCCCC3)c1	3.0	-0.5	-2.2	1.8	106.0	100.0	0.0	12.5	25.2
CCCN(CC(=O)Nc1c(C)cccc1CC)C(=O)SCC	-5.7	25.6	-7.2	-1.3	100.0	104.0	2.0	-4.8	-1.6
CS(=O)(=O)c1ccc(Cl)c(C(=O)NCC2CCCCC2)c1	-11.3	2.2	-8.0	-1.0	101.0	103.0	5.0	20.6	-1.2
CC(C)c1nc(CNC(=O)CC2C(=O)NCCN2Cc2cccc(F)c2F)cs1 (stereo not drawn)	-2.7	5.6	-28.2	1.1	103.0	111.0	9.0	-7.6	-8.7
Cn1c(=O)cc(Nc2ccccc2)c2c(=O)n(-c3ccccc3)c(=O)n(-c3ccccc3)c21	2.9	7.9	-36.0	-1.3	99.0	98.0	-9.0	-2.5	5.7
O=C(O)CSc1nc2ccccc2n1-c1ccccc1	-1.3	-7.1	-17.6	0.9	104.0	102.0	-2.0	8.9	-1.8
CCOc1ccc(C2Nc3ccccc3C(CC)(CC)O2)cc1 (stereo not drawn)	-3.5	-8.9	-0.5	-3.1	106.0	101.0	5.0	-5.3	-2.7
CC(C)CNC(C(=O)Nc1ccc([N+](=O)[O-])cc1Br)c1ccccc1 (stereo not drawn)	-5.1	-17.0	7.3	1.6	102.0	103.0	0.0	-2.0	-1.1
CCc1nnc(NC(=O)CN2CCN(S(C)(=O)=O)CC2)s1	-1.8	19.4	-7.6	0.8	102.0	98.0	0.0	-0.2	-3.6
O=C(CSc1nc2ncccc2[nH]1)c1ccc(F)cc1	-4.8	7.1	0.2	0.3	101.0	105.0	7.0	-20.3	8.7

(more compounds)
SMILES	GalR3 antag	CRFR2-BP antag	DNA FID counter	CRFR2-BP ag	MEKK3 PB1 HTS	MEKK2wt PB1 HTS	MEKK2mut PB1 HTS	UBC9 SUMO inh	NS3 helicase inh
COc1ccc(C(=O)OCC(=O)NC2CCCC2)c(OC)c1OC	-0.2	-0.5	-14.9	0.0	103.0	104.0	4.0	-3.0	0.3
COc1ccc(CSc2nnnn2-c2ccc(O)cc2)cc1F	1.0	4.3	-6.4	0.1	103.0	98.0	-1.0	15.6	-14.4
Cc1cc(C)c2c3c(sc2n1)C1(CCSCC1)C(C#N)=C(N)O3	-3.3	-14.1	-5.5	-0.3	98.0	96.0	-3.0	12.1	8.8
O=P(c1ccccc1)(c1ccccc1)c1ccc(O)cc1	-0.5	-6.2	-7.3	0.4	106.0	109.0	7.0	13.7	-10.2
CCCC(c1nnnn1CCOC)N1CCN(c2nc3ccccc3s2)CC1 (stereo not drawn)	-3.9	0.9	-32.7	-1.4	111.0	100.0	0.0	8.9	-1.0
O=C1CN(C(=O)c2ccccc2F)C(c2ccc(F)cc2)c2cc(F)ccc2N1 (stereo not drawn)	-9.6	-8.9	-19.9	0.4	100.0	100.0	1.0	10.9	-8.5
